Source: PubChem BioAssay (several laboratories)
LYPLA2 counter = blocks human lysophospholipase 2, a PME1 counter-screen; O95372; recombinant LYPLA2, FP-Rh probe fluorescence polarization; inhibition, % at 5.9 µM; 320,000 compounds, 0.38% hits; AID 2177;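 active = inhibition above the screen-wide mean plus 3 SD, limit set per campaign, cut at about 26% in these data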;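 also: 0% = LYPLA2 with DMSO and 100% = wells lacking LYPLA2 enzyme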
Target sequence (O95372 whole entry, looked up): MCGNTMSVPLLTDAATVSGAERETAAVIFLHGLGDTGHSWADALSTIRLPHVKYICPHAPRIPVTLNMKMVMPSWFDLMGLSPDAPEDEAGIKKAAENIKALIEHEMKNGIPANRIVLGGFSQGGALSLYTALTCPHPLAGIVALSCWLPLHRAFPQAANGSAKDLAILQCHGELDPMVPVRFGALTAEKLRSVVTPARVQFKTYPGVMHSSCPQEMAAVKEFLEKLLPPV
HCV core dimer = blocks dimerization of HCV core protein. TR-FRET GST/Flag-core106 dimerization, 1536-well. inhibition, % at 5 µM. 300,000 compounds, 0.33% hits;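 active = inhibition above the mean of all tested compounds plus 3 SD, set per screening campaign, cut at about 45% in these data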
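assay system = GST-tagged and Flag-tagged HCV core protein residues 1-106 | controls = unlabelled core106 and no-GST-core106 wells | incubation = compound-protein-antibody incubation 4 h at 22.5 °C | probe or stimulus = Eu donor and XL665 acceptor anti-tag antibodies | read-out = % inhibition based on acceptor/donor emission ratio | signal = TR-FRET 671 and 617 nm emission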
JMJD2C inh = human JMJD2C demethylase inhibition. 330,000 compounds, 0.069% hits. AID 2099. GST-JMJD2C(1-420) H3K9me3 demethylation, DELFIA europium. inhibition, % at 2.35 µM;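 active = more than half of a compound's replicate wells show inhibition beyond 50%, single wells judged on their own value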;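 also: signal counts dimethyl H3K9 product captured on neutravidin plate; 0% = median of DMSO wells and 100% = 0.3 times that DMSO median; strong numbers were not always called active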
Efflux pump inh = inhibitors of Candida antifungal efflux pumps expressed in yeast | S. cerevisiae Candida pump triplex, Nile Red efflux | inhibition, % at 10 µM | 330,000 compounds, 0.44% hits | AID 485275;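 active = plate passing quality check with inhibition over a set limit, or well fluorescence over plate mean plus 4 SD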;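 also: Nile Red retained in pooled yeast measured as flow cytometry median fluorescence; 0% = buffer negative control and 100% = Enniatin B positive control; higher means more Nile Red kept so more efflux inhibition; some compounds called inactive have numbers as strong as hits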
PREPL inh = inhibits the human prolyl oligopeptidase-like enzyme; Q4J6C6; recombinant PREPL, fluorescence polarization activity-based probe; inhibition, % at 5.96 µM; 320,000 compounds, 0.68% hits; AID 2751; in the data active = inhibition above about 43%;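 also: 0% = enzyme with DMSO and 100% = wells lacking enzyme; many of its hits are not listed in these tables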
Fh CTSL1 inh = cathepsin L1 inhibition, PFM18AAP counter-screen. recombinant F. hepatica cathepsin L1, Z-Leu-Arg-MCA fluorescence. inhibition, % at 5.96 µM. 300,000 compounds, 0.49% hits. AID 1906;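 active = inhibition above the mean of all tested compounds plus 3 SD, set per screening campaign, cut at about 17% in these data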;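 also: 0% = plate median of test compound wells and 100% = 1 µM Z-Phe-Ala-diazomethylketone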
TPT1 inhibitor = C. albicans TPT1 enzyme inhibition; 300,000 compounds, 0.81% hits; recombinant caTPT1, FP RNA substrate dephosphorylation; inhibition, % at 5 µM;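 active = inhibition above the mean of all tested compounds plus 3 SD, set per screening campaign, cut at about 24% in these data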;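 also: plate controls were DMSO alone for no effect and ferristatin control at 100 nM for full effect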
PP1 counter = blocks human PP1-alpha phosphatase, a PP5 counter-screen | purified PP1alpha, OMFP fluorescence | inhibition, % at 6.7 µM | 320,000 compounds, 0.9% hits | AID 2235;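 active = inhibition above the mean inhibition of all tested compounds plus 3 SD, computed separately for each screening campaign, cut at about 15% in these data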
Target sequence (P62136 whole entry, looked up): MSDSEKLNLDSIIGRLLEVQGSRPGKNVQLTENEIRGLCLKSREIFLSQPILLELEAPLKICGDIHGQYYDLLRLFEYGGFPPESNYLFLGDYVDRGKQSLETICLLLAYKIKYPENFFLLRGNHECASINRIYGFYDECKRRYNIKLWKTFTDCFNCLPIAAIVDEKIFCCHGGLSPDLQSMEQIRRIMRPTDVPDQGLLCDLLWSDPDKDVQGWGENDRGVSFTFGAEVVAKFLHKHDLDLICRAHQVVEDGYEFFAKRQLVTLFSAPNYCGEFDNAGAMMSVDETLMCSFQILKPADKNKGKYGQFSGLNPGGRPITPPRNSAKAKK
PP5 inh = PP5 (human) phosphatase inhibition; purified PP5c, OMFP substrate fluorescence; P53041; 320,000 compounds, 0.18% hits; AID 1987; inhibition, % at 6.7 µM;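 active = inhibition above the campaign's mean inhibition across all tested compounds plus 3 SD, cut at about 9.5% in these data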;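 also: 0% = DMSO only and 100% = 100 µM cantharidin control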
Target sequence (P53041 whole entry, looked up): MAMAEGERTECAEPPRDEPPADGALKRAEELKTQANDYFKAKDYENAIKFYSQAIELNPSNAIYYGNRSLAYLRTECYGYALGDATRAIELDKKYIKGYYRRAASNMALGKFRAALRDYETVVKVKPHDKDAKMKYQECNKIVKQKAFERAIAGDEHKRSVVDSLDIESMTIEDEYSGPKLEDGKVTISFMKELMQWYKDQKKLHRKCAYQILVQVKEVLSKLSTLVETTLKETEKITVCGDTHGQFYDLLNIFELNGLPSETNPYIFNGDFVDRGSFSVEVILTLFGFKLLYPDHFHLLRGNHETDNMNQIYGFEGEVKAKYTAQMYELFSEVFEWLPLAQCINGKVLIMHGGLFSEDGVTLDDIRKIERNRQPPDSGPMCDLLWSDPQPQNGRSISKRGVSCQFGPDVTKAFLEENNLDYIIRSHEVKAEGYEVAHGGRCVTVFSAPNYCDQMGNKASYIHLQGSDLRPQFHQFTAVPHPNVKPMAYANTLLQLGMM
Starred values were filed as active, the others as inactive; · = no result given. An excerpt; count on the stated rates, not on these rows.

SMILES	LYPLA2 counter	HCV core dimer	JMJD2C inh	Efflux pump inh	PREPL inh	Fh CTSL1 inh	TPT1 inhibitor	PP1 counter	PP5 inh
COc1ccccc1CN1CCN(C(=O)COc2ccccc2)CC1	2	-6	-11	-0.1	-4	2	0	-2	-0.2
CCN(CC)P(c1n(C)cc[n+]1C)N(CC)CC	-3	3	-6	-0.2	16	-2	1	-1	0.8
Cc1nc2cc(C(F)(F)F)ccc2n1C1CCN(Cc2nnnn2CCc2ccccc2)CC1	10	35	-6	0.1	6	2	-3	0	4.7
COc1ccccc1CC(=O)N1CCN(CCc2ccccc2)CC1	-3	-1	-8	0.0	9	2	-2	1	4.2
Nc1ccc(C(=O)N/N=C2/CN3CCC2CC3)cc1	4	-3	-2	0.1	12	-1	0	-5	1.8
COc1ccc(Oc2c(C)oc3cc(OC(=O)N(C)C)ccc3c2=O)cc1	8	5	-26	0.1	13	5	-3	-1	1.8
Cc1ccc(-n2c(C)cc(/C=C3\C(=O)NC(=O)N(C)C3=O)c2C)cc1C	-5	17	-6	0.3	4	-2	5	1	1.2
O=C(Nc1ccccc1Cl)OC1CN2CCC1CC2 (configuration not stated)	1	2	-6	0.0	-2	3	2	4	-0.9
CC/C(=N\Nc1ccccc1)c1c(O)n(-c2ccc(OC)cc2)c(=O)[nH]c1=O	6	0	·	0.1	-8	0	0	1	1.2
CCN(CC)CCN=Cc1c(O)n(Cc2ccco2)c(=O)[nH]c1=O	3	0	-7	-0.1	-7	-1	3	-6	-3.0
CCOC(=O)C1(c2ccccc2)CCN(CCC(=O)Nc2ccc(F)cc2)CC1	7	·	0	-0.1	3	·	·	-1	1.5
CN1CCN(c2cc(N3CCCC3)c([N+](=O)[O-])cc2F)CC1	-8	-6	2	0.0	5	-1	-1	-3	2.5
CC1CCN(C(=O)COC(=O)c2cn(C)c3ccccc23)CC1	6	·	·	0.1	14	·	·	-4	2.8
Cc1ncc(CN2CCCC(C(=O)c3sccc3C)C2)s1 (configuration not stated)	5	0	-6	-0.1	13	0	-8	1	-1.7
Cc1nc(Cl)sc1C(=O)Nc1ccc2ccccc2c1	-3	-1	3	4.9	-2	0	0	1	2.6
CCOC(=O)C1=C(N)OC2=C(C(=O)CCC2)C12C(=O)N(CC(N)=O)c1ccccc12 (configuration not stated)	4	-3	0	-0.2	8	3	-2	-4	-2.3
N/C(=N/[N+](=O)[O-])N1CCN(C(=O)c2ccc(Cl)cc2)CC1	8	-1	-6	0.0	4	-1	-10	-4	-0.4
c1ccc(CNc2c3c(nc4ccccc24)CCC3)cc1	3	1	-14	0.2	17	1	3	-1	-2.8
CCOC(=O)COc1ccc(/C=C2\C(=O)NC(=S)N(c3ccc(OC)cc3)C2=O)cc1OC	6	4	6	0.1	1	-1	1	-1	0.9
CC[N+](CC)(CC)CCCCCCCCCC[N+](CC)(CC)CC	-3	3	-5	-0.1	11	-1	-1	-1	-1.1
O=P(N[C@@H](c1ccccc1)[C@@H]1C[C@H]1CO)(c1ccccc1)c1ccccc1	-6	-13	-2	·	21	-3	0	-1	2.1
COc1ccc(C2SCC(=O)Nc3c2c(C)nn3-c2ccccc2)cc1OC (configuration not stated)	0	-3	-15	0.0	-12	1	-4	7	-0.5
OC(c1ccncc1)(c1ccc(F)cc1)c1ccc(F)cc1	2	0	4	0.0	-18	-6	-2	-2	0.5
COc1ccc(CC[n+]2cc(/N=C(\C)[O-])on2)cc1OC	1	-1	-6	-0.2	7	-3	-2	-3	1.1
Fc1ccc(C(OCCN2CCN(CCCc3ccccc3)CC2)c2ccc(F)cc2)cc1	8	-1	-12	0.2	-27	1	4	13	-0.3
Continued.
SMILES	LYPLA2 counter	HCV core dimer	JMJD2C inh	Efflux pump inh	PREPL inh	Fh CTSL1 inh	TPT1 inhibitor	PP1 counter	PP5 inh
COC(=O)c1cc(C(O)(C(=O)OC)C(F)(F)F)c(/N=C/N(C)C)s1 (configuration not stated)	0	0	1	-0.1	-3	3	-2	0	0.7
CN1[C@@H]2CC[C@H]1CC(OC(=O)C1C=Nc3ccccc31)C2 (some centres not stated)	-1	9	-14	0.0	3	-7	-3	-1	2.2
COc1ccc(-c2cc(=Nc3ccccc3)c3cc(C)ccc3o2)cc1	-2	-3	32	0.0	3	-1	3	-5	3.6
COC(=O)C1=C(c2ccc(Cl)c(C(F)(F)F)c2)C[C@@H]2CC[C@H]1N2C(=O)NCCNC(C)=O	5	·	-5	-0.1	9	·	·	0	1.9
COc1ccc(C(C)=O)cc1CC(C(=O)c1ccccc1)N(C)C (configuration not stated)	3	2	-15	0.3	14	1	-3	0	2.4
O=C(CSC1c2ccccc2-c2ccccc21)N/N=C/c1ccccc1	-5	-1	-10	-0.1	-2	1	1	5	5.4
COc1ccccc1N=C1SCCCN1C	-5	-5	1	-0.2	15	0	12	-5	3.1
CCOc1cc(C(=O)N2CCC3(CC2)OCCO3)cc(OCC)c1OCC	5	0	6	0.0	2	-4	0	1	0.4
Cc1ccccc1CN1CCN(Cc2ccccc2)CC1	2	-9	2	0.1	10	-2	-4	3	1.3
c1ccc(C2CN3CCC2CC3)cc1 (configuration not stated)	4	0	-13	0.0	1	-3	1	-4	-1.8
CCc1nc2ccccc2c(=O)n1-c1cccc(OC)c1	2	-10	-10	0.0	3	4	-1	-3	1.3
COc1ccccc1NC(=O)N1C[C@@H]2C[C@@H](C1)c1cccc(=O)n1C2	4	-3	18	0.0	5	-1	-2	-3	2.7
O=C1CN=C(c2ccccc2)c2cc(Br)ccc2N1Cc1cc(=O)n2ccccc2n1	6	2	3	0.3	50*	5	2	0	0.9
O=C1N[C@@H](Cc2ccccc2)C(=O)N2[C@H]1C[C@H]1c3ccccc3N(OOSc3ccccc3)[C@H]12	3	6	18	0.0	-46	-4	0	-3	0.9
C/C(=C\c1ccc(N(C)C)cc1)[N+](=O)[O-]	-7	-2	-1	-0.3	-7	0	11	-2	-0.9
Cc1nn(CC(C)C)c(Cl)c1C(=O)O	4	4	6	0.0	6	-3	-1	-5	0.0
Cc1ccc2c(c1N)C(=O)c1ccccc1C2=O	-5	·	3	0.2	1	·	·	7	0.9
CN(C)c1ccc([P+](=O)c2ccc(N(C)C)cc2)cc1	2	3	10	0.1	6	10	-1	1	1.2
O=C1CC(=O)N(Cc2ccccc2)C(=O)N1CCCCCCN1C(=O)CC(=O)N(Cc2ccccc2)C1=O	-18	1	7	0.0	-1	-1	71*	15	-0.2
CN(C)C(=O)Oc1ccc(-c2cn3cc(C(F)(F)F)ccc3n2)cc1	7	0	5	0.0	-6	-1	-3	2	2.1
CN(C(=O)Oc1ccc([N+](=O)[O-])cc1)c1ccccc1	6	3	-10	0.1	0	-4	1	-4	2.4
Cc1c(CC(=O)N2C[C@H]3C[C@@H](C2)c2cccc(=O)n2C3)c(=O)oc2c(C)c(O)ccc12	2	4	173	0.1	-2	3	-5	-3	3.0
O=C(CN1CCCC1=O)Nc1ccccc1	2	-4	2	-0.2	20	1	-6	-3	-1.2
Cc1cccc(-n2c(O)c(C=Nc3ccc(S(N)(=O)=O)cc3)c(=O)[nH]c2=O)c1	-10	-3	14	0.3	-8	1	30*	-2	-1.2
CCCCCSc1cc(OC)c(CCNC)cc1OC	-4	-15	1	0.2	4	0	-2	1	4.0

13 structures out of the list, sorted by molar mass, ascending:
SMILES	LYPLA2 counter	HCV core dimer	JMJD2C inh	Efflux pump inh	PREPL inh	Fh CTSL1 inh	TPT1 inhibitor	PP1 counter	PP5 inh
c1ccc(C2CN3CCC2CC3)cc1 (configuration not stated)	4	0	-13	0.0	1	-3	1	-4	-1.8
Cc1nn(CC(C)C)c(Cl)c1C(=O)O	4	4	6	0.0	6	-3	-1	-5	0.0
CN(C(=O)Oc1ccc([N+](=O)[O-])cc1)c1ccccc1	6	3	-10	0.1	0	-4	1	-4	2.4
Cc1ccccc1CN1CCN(Cc2ccccc2)CC1	2	-9	2	0.1	10	-2	-4	3	1.3
CN1[C@@H]2CC[C@H]1CC(OC(=O)C1C=Nc3ccccc31)C2 (some centres not stated)	-1	9	-14	0.0	3	-7	-3	-1	2.2
COc1ccc(C(C)=O)cc1CC(C(=O)c1ccccc1)N(C)C (configuration not stated)	3	2	-15	0.3	14	1	-3	0	2.4
COc1ccccc1NC(=O)N1C[C@@H]2C[C@@H](C1)c1cccc(=O)n1C2	4	-3	18	0.0	5	-1	-2	-3	2.7
COc1ccc(-c2cc(=Nc3ccccc3)c3cc(C)ccc3o2)cc1	-2	-3	32	0.0	3	-1	3	-5	3.6
COC(=O)c1cc(C(O)(C(=O)OC)C(F)(F)F)c(/N=C/N(C)C)s1 (configuration not stated)	0	0	1	-0.1	-3	3	-2	0	0.7
CCOc1cc(C(=O)N2CCC3(CC2)OCCO3)cc(OCC)c1OCC	5	0	6	0.0	2	-4	0	1	0.4
O=C1CN=C(c2ccccc2)c2cc(Br)ccc2N1Cc1cc(=O)n2ccccc2n1	6	2	3	0.3	50*	5	2	0	0.9
O=C1N[C@@H](Cc2ccccc2)C(=O)N2[C@H]1C[C@H]1c3ccccc3N(OOSc3ccccc3)[C@H]12	3	6	18	0.0	-46	-4	0	-3	0.9
O=C1CC(=O)N(Cc2ccccc2)C(=O)N1CCCCCCN1C(=O)CC(=O)N(Cc2ccccc2)C1=O	-18	1	7	0.0	-1	-1	71*	15	-0.2

Next section
SMILES	LYPLA2 counter	HCV core dimer	JMJD2C inh	Efflux pump inh	PREPL inh	Fh CTSL1 inh	TPT1 inhibitor	PP1 counter	PP5 inh
Cc1ccc(N2C(=O)/C(=C/c3ccc(CN(CCC#N)S(C)(=O)=O)o3)C(=O)NC2=S)cc1C	-7	51*	6	-0.1	11	7	46*	5	1.3
O=[N+]([O-])c1ccc(CNCCc2ccccc2)cc1	-5	3	-5	0.0	-7	0	-2	5	0.5
CN(C)C(=O)Oc1ccc(Br)c2ccccc12	7	15	-34	0.0	-9	-12	-2	-4	1.3
C=C[C@@H]1C2=CCOC(=O)C2=CO[C@H]1O[C@@H]1O[C@H](CO)[C@@H](O)[C@H](O)[C@H]1O	-1	·	-2	-0.3	-1	·	·	1	-2.1
CC(Cc1ccccc1)NC(=O)CN1CCCC1=O (configuration not stated)	6	4	11	-0.1	6	0	-4	-2	0.7
Cc1cc(/C=C2/C(=O)NC(=O)N(Cc3ccco3)C2=O)c(C)n1-c1ccc(C(=O)O)cc1	14	4	4	0.0	-5	3	22	2	-0.5
CCCN1CCC[C@@H]2Cc3nc(N)ncc3C[C@H]21	9	-11	0	0.2	-2	4	0	-4	0.3

A different layout for 2 compounds above:
mol,LYPLA2 counter,HCV core dimer,JMJD2C inh,Efflux pump inh,PREPL inh,Fh CTSL1 inh,TPT1 inhibitor,PP1 counter,PP5 inh
C=C[C@@H]1C2=CCOC(=O)C2=CO[C@H]1O[C@@H]1O[C@H](CO)[C@@H](O)[C@H](O)[C@H]1O,-1,·,-2,-0.3,-1,·,·,1,-2.1
O=[N+]([O-])c1ccc(CNCCc2ccccc2)cc1,-5,3,-5,0.0,-7,0,-2,5,0.5
